# Source: PubChem (several laboratories)
# Yeast life ext – compounds extending yeast replicative lifespan, primary screen, S. cerevisiae, OD615 | S. cerevisiae growth with nicotinamide; deaD strain in restrictive glucose medium | AID 775, 2007 | inhibition of the nicotinamide effect, % at 10 µM | actives 0.68% (n = 130,000);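 active = inhibition above a set limit, placed 3 SD over the median of all compounds, cut at about 26% in these data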;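 note: 0% = nicotinamide-treated wells and 100% = cells grown without nicotinamide; some compounds called inactive have numbers as strong as hits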
#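 assay system = DeaD-strain S. cerevisiae | measured by = absorbance at 615 nm | probe or stimulus = nicotinamide 1.5 mM | buffer or medium = CSMM-D glucose medium, restrictive | times = 48 h at 30 °C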
# Yeast growth inh – growth inhibitors of yeast BB579 in restrictive medium, primary screen, yeast lifespan-shortening project, S. cerevisiae; actives 0.51% (n = 140,000); inhibition, % at 10 µM; OD615, 48 h; AID 804, 2007;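 active = inhibition above a set limit, 3 SD over the mean compound inhibition, cut at about 44% in these data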; note: inactives centre near -24
#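 Test system: DeaD yeast strain BB579 / Buffer or medium: restrictive glucose-based CSMM-D medium / Doses: single 10 µM dose / Schedule: 4 h cell preincubation, 48 h compound exposure, 30 °C humidified / Technique: culture absorbance at 615 nm / Controls: amphotericin B positive control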
# HCT116 bCat-KO – primary screen for growth suppressors in beta-catenin knockout HCT116 cells (colon tumor, human) | HCT116 beta-catenin knockout viability, CellTiter-Glo, 60 h; active compounds read low | viability, % at 10 µM | actives 1.5% (n = 140,000) | AID 818, 2007;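 active = viability at or under a set limit, the compound median less 4 SD, cut at about 6% in these data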;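 note: 0% = Hyamine 1622 control at 20 µM and 100% = untreated cell control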
# MRP1 act – H69AR viability gain despite doxorubicin, primary screen, MRP-1 activator project, H69AR cells, CellTiter-Glo; viability rescue; viability increase, % at 10 µM; actives 0.61% (n = 140,000); AID 799, 2007;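 active = viability gain under doxorubicin at or above a set limit, the compound median plus 3 SD, cut at about 4.7% in these data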;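 note: MRP-1 overexpressing cells given doxorubicin 25 µM after compound pretreatment; 18-22 h compound pretreatment then 72 h with doxorubicin before readout; 0% = doxorubicin-only wells and 100% = vehicle-treated cells without doxorubicin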
# GALR2 blocker – GALR2 antagonists in receptor-expressing cells, primary screen; inhibition, % at 4 µM; Galanin receptor type 2 (Homo sapiens), O43603; AID 828, 2007; antagonist mode; actives 0.39% (n = 140,000); in the data active = inhibition above about 27%;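 note: cells stimulated with galanin 1-16 at roughly its EC80; 0% = agonist challenge control and 100% = basal control without agonist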
# Target sequence (O43603 whole entry, looked up): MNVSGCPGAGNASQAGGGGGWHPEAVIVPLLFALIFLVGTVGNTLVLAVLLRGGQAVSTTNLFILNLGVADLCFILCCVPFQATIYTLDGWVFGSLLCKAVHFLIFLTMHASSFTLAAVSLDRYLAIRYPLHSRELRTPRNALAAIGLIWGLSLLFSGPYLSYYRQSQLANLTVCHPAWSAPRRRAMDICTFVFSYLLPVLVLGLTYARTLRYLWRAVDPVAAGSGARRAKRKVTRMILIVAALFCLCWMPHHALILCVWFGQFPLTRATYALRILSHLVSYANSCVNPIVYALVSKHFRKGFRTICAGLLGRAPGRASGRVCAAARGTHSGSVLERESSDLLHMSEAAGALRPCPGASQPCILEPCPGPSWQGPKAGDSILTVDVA
# HCT116 PTEN-null – growth suppression of PTEN-null HCT116, primary screen, cell-based, CellTiter-Glo. AID 827, 2007. actives 1.2% (n = 140,000). viability, % at 10 µM. HCT116 PTEN-null viability, 60 h; active compounds read low;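 active = viability at or below a set limit, 4 SD under the median of all tested compounds, cut at about 3.7% in these data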;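 note: PTEN knockout HCT116 line with beta catenin targeted HCT116 as companion control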
# Measles CPE – compounds protecting cells from measles virus cytopathic effect, primary screen, measles RdRp inhibitor project, single point, MLSMR library, absorbance; Measles virus-infected cells, CPE protection; protection (pct of control), % at 4 µM; actives 1.5% (n = 140,000); AID 841, 2007; in the data active = protection mostly above about 24%, no sharp cut-off; inactive = mostly below about 26%; note: some compounds called inactive have numbers as strong as hits
# NPY-Y2 antag – NPY-Y2 receptor antagonists, primary screen, cell-based. Neuropeptide Y receptor type 2 (Homo sapiens), P49146. NPY-Y2 expressing cells, antagonist mode. inhibition, % at 2.7 µM. actives 0.99% (n = 140,000). AID 793, 2007; in the data active = inhibition above about 17%;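 note: 0% = vehicle with agonist challenge and 100% = reference antagonist with challenge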
# Target sequence (P49146 whole entry, looked up): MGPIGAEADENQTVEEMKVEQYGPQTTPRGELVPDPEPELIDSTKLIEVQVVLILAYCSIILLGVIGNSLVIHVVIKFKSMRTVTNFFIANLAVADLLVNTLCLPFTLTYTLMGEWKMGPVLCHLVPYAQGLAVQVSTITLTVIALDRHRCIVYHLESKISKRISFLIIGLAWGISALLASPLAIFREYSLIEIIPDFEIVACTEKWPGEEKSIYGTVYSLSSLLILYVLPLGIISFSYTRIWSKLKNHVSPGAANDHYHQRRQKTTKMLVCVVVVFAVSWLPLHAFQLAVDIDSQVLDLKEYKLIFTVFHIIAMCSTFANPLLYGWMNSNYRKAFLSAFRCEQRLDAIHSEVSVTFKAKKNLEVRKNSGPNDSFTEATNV
# Phagocyt inh – inhibitors of macrophage phagocytosis, primary screen, imaging, J774A.1 cells, IgG beads | J774A.1 macrophage IgG-bead phagocytosis | inhibition, % at 5 µM | actives 0.07% (n = 110,000) | AID 1029, 2008;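 active = inhibition above the mean of the plate negative controls plus 5 SD, cut at about 13% in these data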;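 note: phagocytic index as fraction of beads internalized from green versus red external bead signal; plate controls were DMSO negative control for no effect and cytochalasin-D positive control for full effect; some results beyond the cut were filed as inactive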
# E-sel TNF inh – E-selectin induction blockers in HUVEC – imaging, immunofluorescence, high content, primary screen. HUVEC TNFa-induced E-selectin immunofluorescence. inhibition, % at 2 µM. actives 0.71% (n = 120,000). AID 1246, 2008;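 active = inhibition above the batch mean plus 3 SD, and confirmed as a hit on visual image review, cut at about 43% in these data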;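 note: 0% = TNF-stimulated DMSO wells and 100% = unstimulated control wells; not every result past the cut was called active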
# Starred values were filed as active, the others as inactive; nt = no result given. Rows were taken by chance (roughly 6.1% active in at least one column).
SMILES,Yeast life ext,Yeast growth inh,HCT116 bCat-KO,MRP1 act,GALR2 blocker,HCT116 PTEN-null,Measles CPE,NPY-Y2 antag,Phagocyt inh,E-sel TNF inh
CCOc1cc(CNc2ccc(O)cc2)cc(Br)c1OCc1ccccc1F,-18,37,4.0*,-2.4,13,5,3,1,0,19
CCOCCOC(=O)c1ccc(-n2cncn2)nc1,-11,-19,103,0.0,2,104,15,2,-1,11
N/C(=N\OC(=O)Cc1ccccc1)c1ccc(Br)cc1,0,-19,102,0.3,-2,102,5,3,-1,27
CCCC(C)NC(=O)Cc1ccccc1[N+](=O)[O-] (stereo not given),8,-5,77,-3.5,5,90,2,-1,-8,2
O=C(CCCn1c(=S)[nH]c2ccccc2c1=O)NCc1ccco1,-2,-8,86,-3.4,4,90,4,2,-1,-22
N#C/C(=C\c1ccc([N+](=O)[O-])o1)c1nc2ccccc2[nH]1,21,67*,0.7*,-6.6,19,0.6*,0,3,-3,nt
COc1ccc(NC2=NC(=S)N(c3cccc(C)c3)C23CCCCC3)cc1,-5,-6,96,-2.4,-1,86,7,6,-1,8
CCC[N+](CC#Cc1ccccc1)(CCC)CC(=O)OC,-2,-16,101,0.5,3,99,6,4,-13,nt
CCn1c(Cc2cccn2C)nnc1SCC(=O)c1ccc(C)cc1,-1,-24,71,-0.9,-2,77,7,4,0,-10
COc1ccc2c(c1)c(=O)oc1cc3occ(C(C)(C)C)c3cc12,-1,-26,95,-1.9,-17,87,5,2,-1,18
Cn1c(NC(=O)c2ccc(Cl)cc2)c(-c2ccccn2)c(=O)c2ccccc21,-6,-36,88,-0.9,-3,83,2,0,-3,-24
Nc1c(C(=O)NCc2ccc(Cl)cc2)sc2nc3c(c(C(F)(F)F)c12)CCC3,-1,-23,81,-0.1,-1,81,6,1,-3,65*
CCOC(=O)CC1C(=O)NCCN1Cc1cccc(C(F)(F)F)c1 (stereo not given),-4,-9,96,-0.4,3,93,2,1,0,-3
CC(=O)Nc1sc(C)c(C)c1C(=O)OCC(=O)Nc1cc(S(=O)(=O)N2CCCCC2)ccc1Cl,2,-35,40,-3.7,3,3.1*,4,1,nt,nt
O=C(Cn1c(COc2ccc(Cl)cc2)nc2ccccc21)NCC(F)(F)F,2,-24,99,5.6*,0,108,5,7,-13,6
COCCCN(C)C1CCN(C(=O)Nc2ccc(F)cc2)CC1,-7,-23,97,nt,9,99,0,5,0,nt
CC(NC(=O)c1ccnc(C(C)(C)C)c1)c1ccccc1 (stereo not given),8,-4,97,-0.3,1,95,39,5,0,-43
COc1cccc(C(c2nnnn2Cc2ccco2)N2CCN(c3cccc(C)c3C)CC2)c1OC (stereo not given),9,-41,36,-1.6,-9,34,31,7,0,5
COc1ccc(CC(=O)Nc2cccc(/C(C)=N/NC(=O)c3cccc([N+](=O)[O-])c3)c2)cc1,-11,11,102,-3.7,6,100,6,-2,nt,-24
O=C(Cc1ccc(Cl)cc1Cl)OCC(=O)c1ccc[nH]1,-19,-51,84,-0.3,12,96,9,4,-1,nt
CN(C(=O)c1ccccc1Cl)c1ccccc1,-2,-31,91,-1.8,10,85,7,1,nt,8
Cc1ccc(S(=O)(=O)N(C)CC(=O)O/N=C(\N)c2ccc([N+](=O)[O-])cc2)cc1,13,-74,91,-0.3,-23,95,5,12,-1,-20
COc1ccc(S(=O)(=O)c2ccc(OC)c(OC)c2)cc1OC,-6,-3,95,0.1,2,100,5,2,-1,-20
O=c1cc(-c2ccccc2)[nH]c2ccc(F)cc12,-1,-8,16,-2.2,3,18,3,3,nt,nt
CCOC(=O)CCn1c(=O)c2c(nc(Br)n2Cc2ccccc2)n(C)c1=O,7,-54,82,-0.7,16,89,6,-4,2,nt
O=C(Nc1ccc(CN2CCOCC2)cc1)c1cc2ccccc2o1,-16,-28,65,-1.9,1,74,45,2,-1,-21
CC(Sc1nnc(Cc2cccs2)n1C1CCCCC1)C(=O)N1CCc2ccccc21 (stereo not given),-17,-35,79,-1.7,-4,75,11,2,-2,18
COc1ccc(Nc2oc(COc3ccc(Cl)cc3)nc2C#N)cc1,34,-49,14,-4.2,-2,37,10,9,-1,19
CSC(=NCc1cccnc1)NS(=O)(=O)c1cccs1,0,-70,104,-0.7,9,112,5,4,-2,-35
Cc1cc(Sc2nccn2C)ncc1[N+](=O)[O-],0,-35,101,-1.1,8,101,4,0,0,nt
O=C(Nc1ccccc1)c1cccc(S(=O)(=O)N2CCCCC2)c1,-10,-24,48,-1.1,1,59,24,1,nt,6
CN(CCNC(=O)c1ccc(N2CCCC2=O)cc1)CCc1ccccc1,6,-31,89,-4.2,-5,88,21,1,nt,-24
COc1cc(CNCCCN2CCOCC2)cc(Br)c1OCC(=O)N1CCCCC1,-21,-12,94,-1.9,12,105,10,4,nt,-18
O=C1CC(Sc2ncn[nH]2)C(=O)N1c1ccccc1 (stereo not given),-3,-38,101,-0.5,5,96,12,4,3,32
COc1cc(C(=S)N2CCOCC2)cc(OC)c1OC(=O)c1cc([N+](=O)[O-])c(C)c([N+](=O)[O-])c1,-3,-33,98,-3.5,-3,101,2,0,-2,nt
COc1ccc(C)cc1NC(=O)CSc1nnc(-c2cc3cccc(OC)c3o2)n1N,-7,-51,99,-0.8,5,95,3,3,0,-15
CCC(C)(C)C(=O)Nc1ncc(S(=O)(=O)c2ccc([N+](=O)[O-])cc2)s1,-5,-29,65,-5.2,-5,57,53*,-2,-2,-7
CN(C)S(=O)(=O)N1CCc2ccccc21,-3,-8,88,-2.6,5,97,5,1,0,-27
CCOC(=O)C1CN(S(=O)(=O)c2ccc(C)cc2)c2cc(S(=O)(=O)CC)ccc2O1 (stereo not given),-30,-29,90,-2.0,6,102,14,2,0,8
Brc1ccc(-c2nnc3n2C2(CCCC2)Cc2ccccc2-3)o1,nt,-23,102,-4.2,11,86,26,6,nt,-12
Cc1ccccc1-n1nc2c(c1NC(=O)COc1ccc(Cl)cc1)CS(=O)C2 (stereo not given),-4,-16,100,-0.9,-6,100,5,3,1,3
CC(=O)c1ccc(N2CCN(C(=S)Nc3cccc(Cl)c3)CC2)cc1,-3,-12,88,-1.6,20,90,2,1,-7,34
COc1cccc(C2C3=C(CC(C)(C)CC3=O)OC(N)=C2[N+](=O)[O-])c1 (stereo not given),-5,-27,105,1.0,-6,111,3,0,nt,9
O=C(NCc1ccc2[nH]c3c(c2c1)CCCC3)c1ccc(S(=O)(=O)N2CCOCC2)cc1,1,-43,76,2.1,-5,78,8,0,nt,-4
c1ccc(Sc2ncnc3c2oc2ccccc23)cc1,-31,-14,85,-3.5,6,81,7,4,nt,1
CC(C)(C)OC(=O)N1CCC(c2c(C(=O)O)cnn2-c2ccccc2)CC1,-5,-22,96,-0.1,4,101,32*,6,0,nt
Cc1nnc(C)n1N1C(=O)c2cccc3cccc(c23)C1=O,0,-4,101,-0.6,15,101,49*,0,-5,11
O=C(NCCCN1CCOCC1)c1ccc(CNS(=O)(=O)c2ccc(F)cc2)cc1,1,-39,98,-1.0,-3,108,5,3,-2,nt
COc1ccccc1CNC(=O)C1CC(=O)N(c2ccc(C)c(C)c2)C1 (stereo not given),-8,-8,91,-2.6,4,91,10,4,2,13
O=C(c1ccco1)N1CCCC(c2ccccc2)C1 (stereo not given),-10,-5,96,-0.8,-9,90,16,2,1,-9

# Ordered by SMILES length (largest number first): ten of the compounds above.
SMILES,Yeast life ext,Yeast growth inh,HCT116 bCat-KO,MRP1 act,GALR2 blocker,HCT116 PTEN-null,Measles CPE,NPY-Y2 antag,Phagocyt inh,E-sel TNF inh
COc1cc(C(=S)N2CCOCC2)cc(OC)c1OC(=O)c1cc([N+](=O)[O-])c(C)c([N+](=O)[O-])c1,-3,-33,98,-3.5,-3,101,2,0,-2,nt
COc1ccc(CC(=O)Nc2cccc(/C(C)=N/NC(=O)c3cccc([N+](=O)[O-])c3)c2)cc1,-11,11,102,-3.7,6,100,6,-2,nt,-24
Cc1ccc(S(=O)(=O)N(C)CC(=O)O/N=C(\N)c2ccc([N+](=O)[O-])cc2)cc1,13,-74,91,-0.3,-23,95,5,12,-1,-20
COc1ccccc1CNC(=O)C1CC(=O)N(c2ccc(C)c(C)c2)C1 (stereo not given),-8,-8,91,-2.6,4,91,10,4,2,13
Brc1ccc(-c2nnc3n2C2(CCCC2)Cc2ccccc2-3)o1,nt,-23,102,-4.2,11,86,26,6,nt,-12
COc1ccc(Nc2oc(COc3ccc(Cl)cc3)nc2C#N)cc1,34,-49,14,-4.2,-2,37,10,9,-1,19
Cc1nnc(C)n1N1C(=O)c2cccc3cccc(c23)C1=O,0,-4,101,-0.6,15,101,49*,0,-5,11
CC(NC(=O)c1ccnc(C(C)(C)C)c1)c1ccccc1 (stereo not given),8,-4,97,-0.3,1,95,39,5,0,-43
O=C(c1ccco1)N1CCCC(c2ccccc2)C1 (stereo not given),-10,-5,96,-0.8,-9,90,16,2,1,-9
CCOCCOC(=O)c1ccc(-n2cncn2)nc1,-11,-19,103,0.0,2,104,15,2,-1,11

# Continued.
SMILES,Yeast life ext,Yeast growth inh,HCT116 bCat-KO,MRP1 act,GALR2 blocker,HCT116 PTEN-null,Measles CPE,NPY-Y2 antag,Phagocyt inh,E-sel TNF inh
Cc1ccc(C(=O)c2oc3nc(C)cc(C)c3c2N)cc1,-11,-32,87,-2.4,12,76,8,0,nt,6
Cc1cc(C)nc(Sc2c(C)nn(-c3ccccc3)c2C)n1,-3,-17,96,-0.7,17,114,3,1,-1,-23
Cc1ccnc(NC(=O)c2cccs2)c1,-28,-59,91,-2.9,6,82,5,1,nt,-6
Cc1ccc(CNC(=O)c2ccc(NS(=O)(=O)c3c(C)noc3C)cc2)cc1,-3,-37,100,-2.0,14,95,5,10,-1,0
CCCCC1CCC(c2ccc(C(N)=O)cc2)CC1 (stereo not given),-1,-1,90,-0.1,0,95,16,9,-8,nt
CC(=O)C1C(=O)c2c(cccc2[N+](=O)[O-])C1=Nc1ccccc1C (stereo not given),-5,-34,63,0.7,4,70,3,-1,0,16
CCN1CCN(CCNC(=O)c2cn(C(C)c3ccccc3F)nn2)CC1 (stereo not given),-4,3,96,0.6,-4,102,1,-1,0,-4
O=C(NCC1CCCO1)c1onc(CSc2ccc(F)c(F)c2)c1C(=O)O (stereo not given),-4,-16,86,-0.1,4,90,3,4,nt,34
